Compound activity deposited in PubChem by Broad Institute.
RAD52 anneal inh = RAD52 DNA annealing inhibitors, primary screen, biochemical, FRET, single point, set 2 | DNA repair protein RAD52 homolog (Homo sapiens), P43351 | recombinant RAD52 DNA annealing, FRET fluorescence | inhibition, % at 18.7 µM | actives 0.46% (n = 360,000) | AID 651710, 2012;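 active means every replicate showing at least 50% inhibition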
Cneo AK release = Cryptococcus neoformans cell lysis inducers, primary screen, AK release luminescence, single concentration; C. neoformans lysis, adenylate kinase release luminescence, 4 h; normalised: neutral wells 0, clomiphene wells 100; lysis activity, % at 15 µM; actives 0.2% (n = 360,000); AID 651654, 2012;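 active means mean lysis activity across replicates of at least 80%, whatever share of replicates individually reach that level; inactive means mean lysis activity below 80%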
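Test system: log-phase Cryptococcus neoformans yeast cells; Quantity: yeast cell density of 5 × 10^6 cells/mL; Buffer or medium: YPD; Doses: single compound concentration per well; Timing: 4 h at 37 °C static, read 1 h later; Measured by: AK luminescence; Read-out basis: lysis from increased AK signal; Control set: Clomiphene as positive control.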
ERAP1 HTS inh = human ERAP1 aminopeptidase inhibitors, primary screen, biochemical, single point, plate reader | Endoplasmic reticulum aminopeptidase 1 (Homo sapiens), Q9NZ08 | recombinant ERAP1, Leu-AMC fluorescence, 60 min | inhibition, % at 10.7 µM | actives 0.15% (n = 340,000);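 active means mean replicate inhibition of at least 30%, or all replicates individually reaching that 30% level; inactive means mean below 30% and not every replicate reaching it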;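 further: 0% = neutral control wells and 100% = L-leucinethiol positive control wells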
Target sequence (Q9NZ08 whole entry, looked up): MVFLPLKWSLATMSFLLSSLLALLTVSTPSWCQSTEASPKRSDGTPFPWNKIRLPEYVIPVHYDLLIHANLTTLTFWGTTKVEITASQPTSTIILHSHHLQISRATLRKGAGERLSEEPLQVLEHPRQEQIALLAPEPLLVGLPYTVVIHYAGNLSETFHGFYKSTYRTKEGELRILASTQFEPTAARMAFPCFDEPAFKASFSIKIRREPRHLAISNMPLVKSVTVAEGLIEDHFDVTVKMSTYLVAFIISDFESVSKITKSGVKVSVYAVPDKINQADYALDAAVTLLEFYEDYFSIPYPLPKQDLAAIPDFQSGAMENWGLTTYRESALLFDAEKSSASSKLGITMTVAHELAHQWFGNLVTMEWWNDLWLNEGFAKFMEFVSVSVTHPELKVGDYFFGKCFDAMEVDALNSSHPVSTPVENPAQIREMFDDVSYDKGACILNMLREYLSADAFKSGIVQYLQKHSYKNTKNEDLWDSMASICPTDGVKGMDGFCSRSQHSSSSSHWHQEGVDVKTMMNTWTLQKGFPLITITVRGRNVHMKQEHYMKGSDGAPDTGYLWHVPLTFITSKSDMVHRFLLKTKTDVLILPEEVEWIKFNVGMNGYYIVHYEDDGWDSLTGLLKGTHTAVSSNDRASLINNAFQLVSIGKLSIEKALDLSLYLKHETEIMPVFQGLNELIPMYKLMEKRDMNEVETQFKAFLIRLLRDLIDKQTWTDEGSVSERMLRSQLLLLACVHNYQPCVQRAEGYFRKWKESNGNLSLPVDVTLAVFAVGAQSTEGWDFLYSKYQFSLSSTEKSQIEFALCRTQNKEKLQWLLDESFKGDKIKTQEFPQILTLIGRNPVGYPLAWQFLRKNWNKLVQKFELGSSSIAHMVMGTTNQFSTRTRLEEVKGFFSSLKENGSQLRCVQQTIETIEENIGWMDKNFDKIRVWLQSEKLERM
PGC1a acetyl inh = inhibitors of PGC1a acetylation signal, primary screen, cell-based, U2OS, AlphaScreen, inhibitor mode; AlphaScreen anti-acetyl-lysine; with virally co-expressed GCN5 acetyltransferase; inhibition, % at 15.6 µM; actives 0.17% (n = 350,000); AID 651687, 2012;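 active means every replicate shows inhibition of at least 40%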;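 further: 0% = neutral control wells and 100% = positive control wells; some results beyond the cut were filed as inactive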
E-sel inducer = E-selectin induction in HUVECs, primary screen, imaging, HUVEC, immunofluorescence imaging, single point; normalized: neutral wells 0, TNF-alpha wells 100; AID 686992, 2013; activation, % at 7.58 µM; P16581; actives 0.37% (n = 260,000);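 active means mean E-selectin-positive cell signal at least 10% of the positive control, reached in at least 60% of replicates, without over 20% cell loss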;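 further: in these data hits start at about 27%; measured in HUVEC primary endothelial cells; signal is the percent of cells scored E-selectin positive by PE staining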
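Material: HUVEC primary endothelial cells; Amount: 3,000 cells per well; Dosing: single concentration; Medium: EGM-2 growth medium on 0.1% gelatin-coated wells; Read-out basis: percent E-selectin-positive cells; Signal: immunofluorescence imaging; Control set: TNF-alpha, DMSO.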
RAD54 branch = inhibitors of human RAD54 branch migration, primary screen, biochemical, fluorescence, single point; DNA repair and recombination protein RAD54-like (Homo sapiens), Q92698; RAD54 Holliday junction branch migration, FAM/BHQ fluorescence; inhibition, % at 10.4 µM; actives 0.14% (n = 360,000); AID 602329, 2012;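 active means mean normalized replicate activity at least 40 and at least half of replicates scoring 40 or more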;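 further: 0% = median of neutral control wells and 100% = median of positive control wells; inhibitors cause a drop in the FAM fluorescence signal; in these data hits start at about 50%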
PglD DTNB = C. jejuni PglD acetyltransferase inhibitors, primary screen, biochemical, DTNB colorimetric, single point; UDP-N-acetylbacillosamine N-acetyltransferase PglD (Campylobacter jejuni); purified PglD enzyme, DTNB colorimetric CoA detection; inhibition, % at 12.5 µM; actives 0.098% (n = 360,000); AID 602405, 2012; in the data active means inhibition above about 16%, passing the limit was not always enough; further: strong numbers were not always called active
miR122 inh = miR-122 Renilla sensor signal increase in Huh7, primary screen, miR-122 inhibitor project, cell-based, single point, plate reader | activation (reporter increase), % at 12.5 µM | Huh7 miR-122 Renilla luciferase sensor, 48 h; neutral wells = 0, positive control = 100 | AID 602342, 2012 | actives 0.3% (n = 340,000);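 active means mean replicate activation score at least 90 and every replicate individually at or above 90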;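 further: higher luciferase means less miR-122 activity so hits act as miR-122 inhibitors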
Active calls of the source: *; nt = no result given; & = joins results of further samples; [ ] = another dose, or the depositor's remark.

A first look:
SMILES | RAD52 anneal inh | Cneo AK release | ERAP1 HTS inh | PGC1a acetyl inh | E-sel inducer | RAD54 branch | PglD DTNB | miR122 inh
CCCN(C)C[C@H]1OCc2cnnn2CCCC(=O)N([C@H](C)CO)C[C@@H]1C | -3&-1 | -2&-1 | 3&2 | 5&-7&4 | 0.2&0.2 | 1&-1 | -4&2 | 1[16.7 µM]
CN(CC(=O)Nc1ccc(F)cc1)C(=O)C1CCCC1 | -2 | -1 | 0 | -2 | nt | 7 | 2 | -5

Main list, previewed entries included:
SMILES | RAD52 anneal inh | Cneo AK release | ERAP1 HTS inh | PGC1a acetyl inh | E-sel inducer | RAD54 branch | PglD DTNB | miR122 inh
CCCN(C)C[C@H]1OCc2cnnn2CCCC(=O)N([C@H](C)CO)C[C@@H]1C | -3&-1 | -2&-1 | 3&2 | 5&-7&4 | 0.2&0.2 | 1&-1 | -4&2 | 1[16.7 µM]
CN(CC(=O)Nc1ccc(F)cc1)C(=O)C1CCCC1 | -2 | -1 | 0 | -2 | nt | 7 | 2 | -5
COc1ccc([C@@H]2CC(=O)[C@@H]3CN(S(=O)(=O)c4ccc(C)cc4)[C@H](c4ccccc4)C[C@@H]3N2S(=O)(=O)c2ccccc2)cc1 | -18 | -7 | nt | -9 | nt | 0 | -3 | -3
O=C(COc1cccc2ccccc12)NNC(=O)CSCCO | -8 | 6 | -2 | -8 | nt | 9 | 0 | 2
COc1ccc(S(=O)(=O)Nc2cccc3c2O[C@H](CN(C)CC2CC2)[C@H](C)CN([C@@H](C)CO)C3=O)cc1 | 8 | 5 | -1 | 4 | -0.2 | -2 | 8 | -3[16.7 µM]
CSc1sccc1/C=N/NC(=O)c1ccncc1 | -5 | -1 | -5 | 9 | -0.1 | 5 | -4 | 4
O=C1Nc2ccccc2/C1=C/C(=O)c1cccs1 | nt | 1 | nt | -43 | nt | 2 | -2 | 8
COc1ccc2cc(C=NS(=O)(=O)c3ccc(C)cc3)n(C)c2c1 | nt | -2 | nt | 9 | 0.2 | -2 | -4 | 0
CCCCCn1c(SCC2CCCO2)nc2cc(C(=O)N3CCC(C(N)=O)CC3)ccc2c1=O (stereo not given) | nt | 3 | nt | -20 | nt | -18 | -2 | 14
C[C@@H]1CN([C@H](C)CO)C(=O)Cc2cc(NC(=O)CCC(F)(F)F)ccc2O[C@@H]1CN(C)S(=O)(=O)c1cn(C)cn1 | nt | 1 | nt | 2 | -13 | -3 | 1 | -1[16.7 µM]
COc1ccc(S(=O)(=O)N2C[C@H]3CON(C)[C@H]3C[C@H]2c2cccc(Br)c2)cc1 | -4 | 1 | 2 | -1 | -0.7 | 3 | 0 | 5
C[C@@H]1CCCCO[C@H](CN(C)C(=O)CCC(F)(F)F)[C@H](C)CN([C@@H](C)CO)C(=O)c2cc(NC(=O)Nc3ccccc3)ccc2O1 | 24 | 1 | -6 | -4 | -0.1 | 2 | -1 | 0[16.7 µM]
O=C(COc1ccc2ccc(=O)oc2c1)NC1CCN(Cc2ccccc2)CC1 | -9 | -4 | -7 | -11 | nt | -6 | 0 | 5
Cc1ccc(C(=O)/C=C/N(C)C)cn1 | -15 | -2 | 1 | 3 | -0.3 | 1 | -1 | -8
O=C(c1ccccc1F)N1C[C@H]2[C@@H](c3ccccc31)[C@H](CO)N2C(=O)c1ccccc1 | -4 | 0 | 2 | -9 | -0.1 | -3 | -6 | 10[16.7 µM]
O=[N+]([O-])c1ccccc1/C=N/Nc1nccnc1Cl | nt | 2 | nt | 3 | nt | 0 | 7 | 1
Cc1ccc(N(CC(=O)NCc2ccccc2)C(=O)CCC(=O)Nc2ccccn2)c(C)c1 | -5 | -2 | -2 | -9 | nt | 7 | 3 | -7
O=C(N[C@H]1CC[C@H](CCn2cc(Cc3ccccc3)nn2)O[C@H]1CO)c1ccccn1 | 2 | -5 | 2 | -10 | 0.9 | 1 | 0 | nt
CC1(C)NC(=O)N(Cc2cc(=O)n3ccsc3n2)C1=O | -24 | -2 | -1 | -5 | 5.3 | -1 | -4 | 2
O=C(OCC(=O)N1CCN(Cc2ccccc2)CC1)c1cc(Cl)ccc1[N+](=O)[O-] | -14 | 6 | 0 | 2 | -0.5 | -4 | 1 | -5
O=C(Cc1ccccc1)N1CCN(c2ccc([N+](=O)[O-])cc2)CC1 | -32 | -1 | 1 | -118 | 1.3 | -2 | -5 | 2
Cc1noc(C)c1NC(=O)N(C)C[C@@H]1OCCCC[C@@H](C)Oc2ccc(NS(=O)(=O)c3cn(C)cn3)cc2C(=O)N([C@H](C)CO)C[C@@H]1C | nt | -3 | nt | 3 | -0.2 | -6 | -1 | -1[16.7 µM]
CC=Cc1ccc2n(c1=O)C[C@@H]1[C@@H](CO)[C@H](C(=O)NCCc3cn(C)cn3)N(C(=O)C3CCC3)[C@H]21 (mixture of isomers) | 3 | -4 | -3 | nt | 0.1 | 0 | -4 | nt
COc1ccc(NC(=O)Nc2ccc3c(c2)C(=O)N([C@H](C)CO)C[C@@H](C)[C@@H](CN(C)C(=O)c2ccccc2)OCCCC[C@H](C)O3)cc1 | 2 | 0 | 0 | -2 | 1.0 | -3 | -2 | 5[16.7 µM]
Cc1ccc(NC(=O)COC(=O)C2=NN(c3ccccc3)C(=O)CC2)c(Br)c1 | -6 | nt | 0 | 9 | -0.3 | nt | nt | nt
CCOc1ncccc1C(=O)OCc1nnc(-c2ccccc2)o1 | nt | 2 | nt | 2 | nt | -7 | 5 | -2
Cc1cc(Cn2nc(-c3ccccc3)cc2C(=O)NCC2CC2)on1 | 10 | -3 | nt | nt | 0.0 | -7 | 4 | nt
COc1ccc(C(=O)Nc2ccc(Nc3ccccc3)cc2)cc1Br | -3 | nt | 0 | -9 | 17 | nt | nt | nt
COc1ccccc1NS(=O)(=O)NC(=O)c1c(C)[nH]c2ccccc12 | -15 | 12 | -3 | nt | nt | 4 | -3 | nt
Cc1noc(C)c1S(=O)(=O)Nc1ccc2c(c1)C(=O)N([C@@H](C)CO)C[C@@H](C)[C@H](CN(C)CC1CC1)OCCCC[C@H](C)O2 | nt | 1 | nt | 4 | 0.0 | -13 | 0 | 2[16.7 µM]
COc1ccc(C=NNc2ccc([N+](=O)[O-])cc2S(=O)(=O)Nc2ccccc2C(=O)O)cc1OC | -32 | -7 | -28 | -5 | 0.0 | -4 | -19 | 3
C[C@@H]1CN([C@@H](C)CO)S(=O)(=O)c2ccc(C3=CCCC3)cc2O[C@@H]1CN(C)C(=O)c1ccccn1 | -6 | -2 | -3 | 5 | 0.0 | 0 | 0 | -13[16.7 µM]
CC(C)Cc1nnc(NC(=O)c2ccc(S(=O)(=O)N3CCCC3)cc2)s1 | -16 | nt | -10 | -1 | nt | -1 | 4 | 0
COc1ccc(SC[C@H](Cc2ccccc2)N2CC[C@@H](C(C)(C)C)CCC2=O)cc1 | 0 | 0 | nt | 9 | 3.8 | 3 | 5 | -1
CN(C)c1ccc(C(=O)N=c2sccn2C)cc1[N+](=O)[O-] | -3 | -1 | 2 | 0 | 0.5 | 0 | 6 | -3
Cc1ccc(/C=N/NC(=O)c2cccc(S(=O)(=O)Nc3ccccc3Cl)c2)o1 | -15 | 0 | 3 | 2 | 0.3 | -6 | 2 | 1
C/[N+]([O-])=C1\Cc2ccccc2C1=O | nt | 0 | nt | 0 | nt | 6 | 0 | 3
COCC(=O)N1CCCCN2[C@H](C1)[C@H](c1ccc(C#Cc3ccccc3)cc1)[C@@H]2CO | 2 | 1 | -2 | -6 | 0.0 | 0 | -1 | -1[16.7 µM]
NC(=O)c1ccccc1NS(=O)(=O)c1ccc(S(=O)(=O)N2CCCC2)cc1 | -11 | -2 | -4 | nt | nt | -3 | nt | nt
NS(=O)(=O)c1ccc(N2N=C(c3ccccc3)CC2c2ccccc2Cl)cc1 (stereo not given) | -10 | 18 | 8 | 7 | 2.4 | 6 | 4 | -6
C[C@@H]1CCCCO[C@H](CN(C)S(=O)(=O)c2ccc(F)cc2)[C@@H](C)CN([C@H](C)CO)C(=O)c2cc(NC(=O)c3ccccc3)ccc2O1 | -8 | 0 | 1 | -3 | 0.0 | -2 | 0 | -2[16.7 µM]
CN(C)CCN1CCN(C2CN(Cc3ccc(F)cc3)S(=O)(=O)C2)CC1 (stereo not given) | -10 | 0 | nt | -6 | 1.5 | -6 | -6 | 2
C[C@@H]1CN([C@@H](C)CO)C(=O)c2cc(NC(=O)NC3CCCCC3)ccc2O[C@@H](C)CCCCO[C@@H]1CN(C)C(=O)Cc1ccccc1 | nt | -17 | nt | -3 | -0.1 | -36 | 2 | -2[16.7 µM]
Cc1cccn2c(=O)c(C=O)c(N3CCSCC3)nc12 | -5 | 1 | 6 | -3 | -0.2 | -1 | 3 | -8
COc1cccc(NC(=O)CN2C(=O)CSc3nc(C)cc(C)c32)c1 | -8 | 2 | 0 | -17 | nt | -10 | 2 | -1
Cc1ccc(N2CC(C(=O)Nc3ccccc3C(=O)NC3CCCCC3)CC2=O)cc1 (stereo not given) | nt | -1 | nt | nt | nt | 13 | 1 | -3
O=C(c1ccco1)N1CCN(C(c2ccc(Cl)cc2)c2nnnn2CC2CCCO2)CC1 (stereo not given) | nt | 0 | nt | -8 | nt | -16 | -5 | 3
CN1C(=O)C(=O)/C(=C(/O)c2ccccc2)C1c1ccc(Br)cc1 (stereo not given) | -10 | 0 | 2 | nt | nt | -4 | 2 | -8
O=C(Cc1cccc(NC(=O)C2CCCN(C(=O)C3CC3)C2)c1)Nc1ccc(C(=O)N2CCOCC2)cc1 (stereo not given) | -10 | -1 | 0 | -5 | -0.1 | 5 | 4 | -4
O=C(c1ccco1)N(Cc1ccc([N+](=O)[O-])cc1)c1ccc(Cl)cc1 | nt | 1 | nt | 18 | nt | -2 | -2 | -6
O=C(CC1CC1)N1CC2(C1)[C@H](c1ccccc1)[C@H](CO)N2C(=O)c1ccccn1 | -3 | nt | 0 | 9 | 0.3 | nt | nt | nt
C[C@H]1CN([C@@H](C)CO)S(=O)(=O)c2ccc(/C=C/c3ccccc3)cc2O[C@@H]1CN(C)C(=O)c1cccnc1 | 1 | 2 | -3 | -14 | -0.5 | -3 | 1 | -30[16.7 µM]
Cc1cccc(OCC(=O)Nc2cccc(-c3nnc(-c4ccccc4)o3)c2)c1C | nt | 0 | nt | nt | nt | 1 | 3 | -2
COc1ccc(CN2[C@H](CO)[C@@H]3c4ccccc4N(C(=O)CC(F)(F)F)C[C@@H]32)cc1 | -17 | -1 | -2 | -1 | 0.7 | 5 | -1 | 19[16.7 µM]
COc1ccc(S(=O)(=O)NC(=O)C2(C)CCN2C(=O)C2(c3ccc(Cl)cc3)CCC2)cc1 (stereo not given) | -7 | 1 | 7 | 6 | 1.1 | -5 | -2 | 16
CCN(C[C@H]1N[C@@](Cc2ccccc2)(C(=O)OC)[C@H]2C(=O)N(C)C(=O)[C@@H]12)C(=O)C1CCCCC1 | -15 | -1 | -2 | nt | -0.4 | -8 | -6 | nt
